MITF act: increases MITF-driven TRPM1 promoter luciferase signal. actives 0.75% (n = 300,000). activation, % at 12.5 µM. SK-MEL-5 TRPM1-promoter luciferase, 24 h; % of positive control, neutral wells = 0. AID 588334;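 active = mean activation of at least 80% with every replicate also reaching 80%; inconclusive = mean reaches 80% but some replicate falls short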;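 note: 0% = neutral control wells and 100% = parthenolide positive control wells; values of inactives mirror those of a sister screen read the other way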
CAL PDZ FP-1: blocks peptide binding to the human CAL PDZ domain. Q9HD26. purified CAL PDZ, TMR-peptide fluorescence polarization, 1 h. inhibition, % at 24.9 µM. actives 0.92% (n = 300,000). AID 602252;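 active = mean inhibition of at least 30% with at least half of replicates also reaching 30%; inconclusive = no clear call, values can overlap the other calls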;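 note: 0% = DMSO neutral control and 100% = excess unlabeled competitor peptide PRC23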
CAL PDZ FP-2: blocks peptide binding to human CAL PDZ domain | Q9HD26 | purified CAL PDZ, TMR-peptide fluorescence polarization, 1 h | inhibition, % at 20 µM | actives 0.02% (n = 330,000) | AID 504414;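 active = highest replicate inhibition of at least 40%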;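 note: plate controls were DMSO neutral control wells for no effect and unlabeled competitor peptide control wells for full effect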
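System: tagged CAL PDZ domain. Schedule: 1 h room-temperature incubation prior to read. Signal: fluorescence polarization (mP). Measure: percent inhibition from loss of millipolarization.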
Wnt act: activates Wnt/beta-catenin signaling in a reporter cell assay; activator, plate reader; activation, % at 9.35 µM; actives 1.2% (n = 300,000); in the data active = activation above about 30%, passing the limit was not always enough; inconclusive = no clear call, values can overlap the other calls;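 note: 0% = neutral control wells and 100% = positive control wells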
Tat export inh: blocks Tat-dependent protein export in E. coli; E. coli MC4100 TorA-mCherry Tat export, fluorescence; inhibition, % at 10 µM; actives 0.036% (n = 340,000); AID 488895;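 active = mean replicate inhibition at least 50% and at least half of replicates individually reaching 50%; inconclusive = only one of the two criteria met; inactive = neither criterion met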;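 note: exported cargo escapes ClpAP degradation while cytoplasmic cargo is degraded and loses fluorescence; 0% = median of neutral control wells and 100% = median of NaSCN control wells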
RTF Ca sens act: increases calcium sensitivity of human cardiac regulated thin filaments | IANBD-labeled TnC RTF fluorescence at EC20 calcium; 0% EC20 calcium, 100% full calcium | actives 0.24% (n = 340,000) | P19429+P45379 | AID 493008 | activation, % at 7.2 µM;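 active = activation above the mean over all tested compounds plus 3 SD, cut at about 30% in these data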;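 note: rise in fluorescence read as greater calcium sensitivity of cardiac thin filaments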
V-ATPase pHluor: yeast V-ATPase proton transport regulation by pHLuorin. S. cerevisiae, pHLuorin cytosolic pH fluorescence. response, % at 10 µM. actives 0.37% (n = 350,000); in the data active = response mostly above about 7.3%, no sharp cut-off; inactive = mostly below about 5.4%; note: actives read high; inactives centre near 0; some compounds called inactive have numbers as strong as hits; reference of the scale not given here
dFosB activator: activators of mouse delta FosB homodimer | purified delta FosB, TAMRA-CDK5 oligo fluorescence polarization; percent of positive-control signal above neutral wells | actives 0.99% (n = 340,000) | activation, % at 25 µM;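 active = mean activation above about 17%, with every replicate also reaching it, limit read from the data, passing the limit was not always enough; inconclusive = only one of the two conditions met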;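 note: fluorescence polarization rise as delta FosB binds a TAMRA Cdk5 AP-1 oligo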
Target sequence (P13346 whole entry, looked up): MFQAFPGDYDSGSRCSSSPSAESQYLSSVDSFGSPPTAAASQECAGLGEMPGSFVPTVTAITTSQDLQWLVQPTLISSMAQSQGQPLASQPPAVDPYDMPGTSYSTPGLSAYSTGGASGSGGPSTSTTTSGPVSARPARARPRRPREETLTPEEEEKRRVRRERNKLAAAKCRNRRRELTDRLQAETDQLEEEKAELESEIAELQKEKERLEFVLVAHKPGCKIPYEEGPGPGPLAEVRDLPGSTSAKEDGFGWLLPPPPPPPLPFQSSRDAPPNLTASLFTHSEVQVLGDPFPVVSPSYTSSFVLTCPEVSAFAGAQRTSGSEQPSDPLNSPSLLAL
Rtt109 Vps75: C. albicans Rtt109 histone acetyltransferase inhibition | purified Rtt109/Vps75, ThioGlo CoA-SH fluorescence, 4 h | AID 540336 | Q5AAJ8 | inhibition, % at 34.9 µM | actives 0.16% (n = 330,000);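 active = inhibition of at least 50% in every replicate; inconclusive = best replicate reaches 50% inhibition but some replicates fall short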
CDK5 inh: blocks human CDK5/p35 kinase activity; Q00535+Q15078; AID 488839; actives 0.01% (n = 330,000); Recombinant CDK5/p35, ADP-Glo luminescence, 60 min; inhibition, % at 10 µM;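 active = highest replicate inhibition of at least 50% and at least 75% of replicates reaching 50%; inconclusive = only one of the two criteria met; inactive = both criteria failed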;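 note: plate controls were DMSO neutral control for no effect and GW8510 at 10 µM for full effect; many of its hits are not listed in these tables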
Target sequence (Q00535 whole entry, looked up): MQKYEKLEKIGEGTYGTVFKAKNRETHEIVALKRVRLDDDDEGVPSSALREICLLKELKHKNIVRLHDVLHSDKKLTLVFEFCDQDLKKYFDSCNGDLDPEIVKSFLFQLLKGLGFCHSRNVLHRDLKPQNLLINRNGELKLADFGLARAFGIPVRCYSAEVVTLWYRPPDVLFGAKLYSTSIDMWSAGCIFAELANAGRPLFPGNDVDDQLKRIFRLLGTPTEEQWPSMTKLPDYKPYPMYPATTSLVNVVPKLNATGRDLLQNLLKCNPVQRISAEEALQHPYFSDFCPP
Target sequence (Q15078 whole entry, looked up): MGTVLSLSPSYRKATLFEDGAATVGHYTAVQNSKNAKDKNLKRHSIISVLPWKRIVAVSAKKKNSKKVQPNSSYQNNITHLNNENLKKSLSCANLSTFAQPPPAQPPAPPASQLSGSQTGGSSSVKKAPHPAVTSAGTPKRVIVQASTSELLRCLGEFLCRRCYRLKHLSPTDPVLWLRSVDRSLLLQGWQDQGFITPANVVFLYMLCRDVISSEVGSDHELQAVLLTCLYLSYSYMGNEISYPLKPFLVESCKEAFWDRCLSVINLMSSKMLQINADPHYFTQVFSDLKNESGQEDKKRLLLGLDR
* = called active by the depositor; ? = inconclusive; . = no result given.

Screens by letter: A = MITF act; B = CAL PDZ FP-1; C = CAL PDZ FP-2; D = Wnt act; E = Tat export inh; F = RTF Ca sens act; G = V-ATPase pHluor; H = dFosB activator; I = Rtt109 Vps75; J = CDK5 inh
CC1C(=O)C(C)C(c2ccccc2)N(N=O)C1c1ccccc1 (stereo unspecified)
  A = 12	B = -6	C = -0.2	D = -5	E = 6	F = -2	G = 3	H = 5	I = 5	J = 0.4

CN(C)c1ccc(C2C=C(c3ccc(Cl)cc3OC(F)F)Nc3ncnn32)cc1 (stereo unspecified)
  A = -26	B = -3	C = -0.2	D = .	E = 14	F = 29	G = 4	H = 4	I = -5	J = -1.8

C/C(Cn1cnc([N+](=O)[O-])n1)=N\NC(=O)c1ccccc1O
  A = 1	B = -1	C = -0.5	D = 9	E = -9	F = -7	G = 3	H = 0	I = 3	J = 1.6

Cn1c(N)c(C(=O)COC(=O)[C@@H]2CCCN2S(=O)(=O)c2ccc(Cl)cc2)c(=O)n(C)c1=O
  A = -1	B = 2	C = -2.7	D = -2	E = -6	F = 7	G = -3	H = -5	I = 4	J = -0.1

COc1c(/C=N/NC(=O)c2ccncc2)c(CCN(C)C(C)=O)cc2c1OCO2
  A = .	B = .	C = -0.6	D = -2	E = -5	F = 3	G = -1	H = -7	I = 1	J = -4.3

COC(=O)c1ccc(C2SCC(=O)N2Cc2ccccc2)cc1 (stereo unspecified)
  A = -1	B = -6	C = -0.7	D = .	E = 2	F = -3	G = 0	H = -7	I = -8	J = -0.4

COCCC(=O)N1CCC(Oc2ccc(C(=O)N3CCCC(COC)C3)cc2)CC1 (stereo unspecified)
  A = 6	B = -5	C = -1.9	D = 1	E = 2	F = -1	G = 0	H = -1	I = -4	J = -1.2

OC(c1ccccn1)c1c[nH]c2ccccc12 (stereo unspecified)
  A = -10	B = -6	C = .	D = .	E = -3	F = -1	G = .	H = -12	I = 3	J = 0.5

CCOc1ccc([N+](=O)[O-])c(N)c1
  A = 4	B = 9	C = 0.4	D = 1	E = 18	F = -1	G = -6	H = 0	I = -1	J = -1.6

COc1ccc(-c2nc3ccc([N+](=O)[O-])cc3[nH]2)cc1
  A = 47	B = -1	C = -4.4	D = 50*	E = -10	F = 1	G = -1	H = -4	I = -15	J = 9.0

CC(C)NC(=S)Nc1ccc2nc3n(c(=O)c2c1)CCCCC3
  A = 13	B = -4	C = 0.3	D = 0	E = -3	F = 3	G = 1	H = 1	I = 2	J = 0.6

Cc1ccc(N2CC(C(=O)NCc3n[nH]c(=O)c4ccccc34)CC2=O)cc1 (stereo unspecified)
  A = 0	B = -2	C = -1.2	D = 0	E = -2	F = -3	G = -6	H = 1	I = 0	J = -1.6

NC1=NC2(CCCCC2)n2c(nc3ccccc32)N1
  A = 3	B = -1	C = -1.2	D = -1	E = -6	F = 0	G = -1	H = -12	I = 4	J = -1.9

COCCOc1ccc(C(F)(F)F)cc1NC(=O)c1ccc(F)cc1
  A = 2	B = -7	C = -0.4	D = -2	E = -5	F = -6	G = -1	H = 3	I = 0	J = -0.5

COc1cc(OC)cc(C(=O)N[C@H](C(=O)OCC(=O)c2c[nH]c3ccccc23)C(C)C)c1
  A = -11	B = -9	C = 0.3	D = -2	E = 6	F = -1	G = -3	H = ?	I = -3	J = 1.8

O=C(CCC1N=C2c3ccccc3N=C(SCC(=O)NCC3CCCO3)N2C1=O)NCc1ccc(F)cc1 (stereo unspecified)
  A = -3	B = -2	C = -2.0	D = 1	E = -2	F = 0	G = -1	H = 11	I = -7	J = -1.5

CCn1c(C)c(P(c2ccccc2)c2ccccc2)[n+]2ccccc12
  A = -52	B = -1	C = .	D = -1	E = -5	F = 9	G = -1	H = -7	I = 3	J = -4.2

O=C(Nc1cc(=O)[nH]c2ncnn12)c1ccco1
  A = -10	B = -2	C = -2.1	D = -1	E = -4	F = 1	G = -3	H = -3	I = 2	J = 1.0

C=CCN1C(=O)CSC1=Nc1ccc(O)cc1
  A = 5	B = -3	C = -2.5	D = .	E = 18	F = 8	G = -1	H = -4	I = 9	J = -1.6

Cc1cc(OCC(=O)NCC2CCC(C(=O)O)CC2)c2c(C)c(C)c(=O)oc2c1 (stereo unspecified)
  A = 1	B = -2	C = 0.3	D = -2	E = 0	F = 2	G = 1	H = 1	I = -7	J = -1.0

CCOC(=O)C1(Cc2ccccc2Cl)CCN(C(=O)c2cc(C)on2)CC1
  A = 20	B = -2	C = -0.3	D = 4	E = 2	F = -7	G = 1	H = -9	I = 9	J = -0.6

COc1ccc(C)cc1Nc1nc(N)c2ccccc2n1
  A = .	B = 1	C = 1.5	D = -1	E = -3	F = -2	G = -3	H = 27*	I = -7	J = -2.1

COc1ccccc1C(c1nnnn1C(C)C)N1CCN(C(=O)c2ccco2)CC1 (stereo unspecified)
  A = -1	B = -1	C = -2.2	D = -2	E = -1	F = -1	G = -4	H = -2	I = 3	J = -0.2

CC(C)C(=O)Nc1ccc(C(=O)Nc2ccc(S(=O)(=O)N3CCOCC3)cc2)cc1
  A = -1	B = -1	C = -0.6	D = .	E = 0	F = 0	G = 0	H = 2	I = 6	J = 0.3

C=CCOC(=O)C(=O)/C=C/c1coc2ccccc2c1=O
  A = -12	B = 0	C = 1.0	D = -1	E = -4	F = 3	G = -19	H = -6	I = 2	J = 0.7

O=C(/C=C/c1ccc(Br)o1)NCCCN1CCOCC1
  A = 7	B = .	C = 0.0	D = 0	E = 1	F = 2	G = 3	H = 1	I = 8	J = -1.0

COc1ccccc1C(=O)NC(=S)Nc1cccnc1Cl
  A = 38	B = -2	C = -3.3	D = -6	E = 1	F = 5	G = 4	H = -18	I = -10	J = 4.2

CC(CN1CCOCC1)OC(=O)c1cccc(Br)c1 (stereo unspecified)
  A = -1	B = -4	C = .	D = 0	E = -15	F = 0	G = 4	H = 1	I = -3	J = 0.1

O=C(c1ccccc1)c1cc2ccccc2oc1=O
  A = 29	B = 9	C = 0.0	D = -1	E = -1	F = -4	G = -4	H = -1	I = -7	J = -0.6

Nc1nccnc1C(=O)OCC(=O)NCCc1ccc(Cl)cc1
  A = -9	B = -1	C = -0.3	D = -2	E = -9	F = 3	G = 3	H = -5	I = -1	J = 0.6

COc1ccccc1N1CCN(CC(O)COc2ccc3c(c2)OCO3)CC1 (stereo unspecified)
  A = 1	B = -1	C = 0.4	D = 0	E = -9	F = 3	G = -3	H = 0	I = -6	J = -0.4

CC(Oc1ccc(Br)cc1)C(=O)NCC(c1cccs1)N1CCOCC1 (stereo unspecified)
  A = -3	B = 0	C = -1.2	D = -3	E = 10	F = 2	G = -1	H = -2	I = -7	J = 0.0

COc1ccc(O)c(/C=N/NC(=O)c2cc(=O)[nH]c3ccccc23)c1
  A = -16	B = -6	C = 14	D = -7	E = 5	F = 1	G = 0	H = -1	I = 4	J = -0.7

O=C(Nc1cc(Cl)ccc1O)C1CCCO1 (stereo unspecified)
  A = 0	B = -2	C = -1.5	D = 0	E = -2	F = 3	G = -2	H = -5	I = 5	J = -1.1

CCOc1ccccc1N(C)C(=O)CCS(=O)(=O)c1ccc2c(c1)NC(=O)CO2
  A = 6	B = 3	C = -1.1	D = -4	E = 5	F = -3	G = -1	H = 3	I = -3	J = 0.9

OCC1OC(Oc2cccc3ccccc23)C(O)C(O)C1O (stereo unspecified)
  A = 8	B = 2	C = -0.1	D = 2	E = -1	F = -2	G = -1	H = 1	I = 0	J = -1.4

COC(=O)C1CCN(C(=O)CN2C(=O)NC(CCc3ccccc3)C2=O)CC1 (stereo unspecified)
  A = 4	B = -7	C = -0.6	D = .	E = -14	F = -1	G = -3	H = 0	I = -9	J = 0.0

COc1ccc(-c2nn(-c3ccccc3)cc2/C=C/C(=O)OCC(=O)Nc2ccc(C#N)cc2)cc1
  A = 2	B = -2	C = -1.8	D = .	E = -2	F = -1	G = -4	H = -8	I = 0	J = -0.4

COc1ccc(NC(=S)NC2CCN(Cc3ccccc3)CC2)cc1OC
  A = 8	B = .	C = -0.4	D = -1	E = -4	F = 3	G = 2	H = -3	I = -2	J = -1.7

Cc1oc(-c2ccccc2)nc1C(=O)Nc1nccs1
  A = .	B = 1	C = -0.2	D = .	E = -1	F = 5	G = -1	H = -4	I = -9	J = 0.4

COc1cccc(OC)c1-c1nn2c(-c3ccco3)nnc2s1
  A = .	B = -3	C = -4.7	D = .	E = 3	F = -1	G = 3	H = -48	I = 3	J = 1.5

Six entries already listed, arranged by molar mass, rising.
Screens by letter: A = MITF act; B = CAL PDZ FP-1; C = CAL PDZ FP-2; D = Wnt act; E = Tat export inh; F = RTF Ca sens act; G = V-ATPase pHluor; H = dFosB activator; I = Rtt109 Vps75; J = CDK5 inh
O=C(Nc1cc(Cl)ccc1O)C1CCCO1 (stereo unspecified)
  A = 0	B = -2	C = -1.5	D = 0	E = -2	F = 3	G = -2	H = -5	I = 5	J = -1.1

OCC1OC(Oc2cccc3ccccc23)C(O)C(O)C1O (stereo unspecified)
  A = 8	B = 2	C = -0.1	D = 2	E = -1	F = -2	G = -1	H = 1	I = 0	J = -1.4

COc1ccc(NC(=S)NC2CCN(Cc3ccccc3)CC2)cc1OC
  A = 8	B = .	C = -0.4	D = -1	E = -4	F = 3	G = 2	H = -3	I = -2	J = -1.7

COC(=O)C1CCN(C(=O)CN2C(=O)NC(CCc3ccccc3)C2=O)CC1 (stereo unspecified)
  A = 4	B = -7	C = -0.6	D = .	E = -14	F = -1	G = -3	H = 0	I = -9	J = 0.0

CCOc1ccccc1N(C)C(=O)CCS(=O)(=O)c1ccc2c(c1)NC(=O)CO2
  A = 6	B = 3	C = -1.1	D = -4	E = 5	F = -3	G = -1	H = 3	I = -3	J = 0.9

COc1ccc(-c2nn(-c3ccccc3)cc2/C=C/C(=O)OCC(=O)Nc2ccc(C#N)cc2)cc1
  A = 2	B = -2	C = -1.8	D = .	E = -2	F = -1	G = -4	H = -8	I = 0	J = -0.4

From PubChem
